L3MBTL1 block = inhibitors of human L3MBTL1; Q9Y468; AlphaScreen L3MBTL1–H3K9me1 peptide binding; Potency, µM (highest dose often 57.1 µM), for the others: top-dose activity, negative = inhibition, most hits filed as inhibitors; 230,000 tested, 0.66% active; AID 485360; note: nearly all actives have a fitted effect of over 60% in size
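L3MBTL1 (50 nM) pre-complexed 30 min with biotinylated H3(1-15)K9me1 peptide (75 nM), then compounds added for 30 min at room temperature; AlphaScreen streptavidin donor/nickel chelate acceptor beads (10 ug/mL final) read after 30 min dark incubation.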
RECQ1 inh = inhibitors of human RECQ1 DNA helicase | RECQ1 DNA unwinding, red fluorescence kinetic read | P46063 | 240,000 tested, 0.54% active | Potency, µM (highest dose often 57.3 µM), without a hit: at the top dose activity, negative = inhibition, most hits filed as inhibitors;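 note: plate controls were vehicle for no effect and no enzyme for full effect; nearly all actives have a fitted effect of over 30% in size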
Target sequence (P46063 whole entry, looked up): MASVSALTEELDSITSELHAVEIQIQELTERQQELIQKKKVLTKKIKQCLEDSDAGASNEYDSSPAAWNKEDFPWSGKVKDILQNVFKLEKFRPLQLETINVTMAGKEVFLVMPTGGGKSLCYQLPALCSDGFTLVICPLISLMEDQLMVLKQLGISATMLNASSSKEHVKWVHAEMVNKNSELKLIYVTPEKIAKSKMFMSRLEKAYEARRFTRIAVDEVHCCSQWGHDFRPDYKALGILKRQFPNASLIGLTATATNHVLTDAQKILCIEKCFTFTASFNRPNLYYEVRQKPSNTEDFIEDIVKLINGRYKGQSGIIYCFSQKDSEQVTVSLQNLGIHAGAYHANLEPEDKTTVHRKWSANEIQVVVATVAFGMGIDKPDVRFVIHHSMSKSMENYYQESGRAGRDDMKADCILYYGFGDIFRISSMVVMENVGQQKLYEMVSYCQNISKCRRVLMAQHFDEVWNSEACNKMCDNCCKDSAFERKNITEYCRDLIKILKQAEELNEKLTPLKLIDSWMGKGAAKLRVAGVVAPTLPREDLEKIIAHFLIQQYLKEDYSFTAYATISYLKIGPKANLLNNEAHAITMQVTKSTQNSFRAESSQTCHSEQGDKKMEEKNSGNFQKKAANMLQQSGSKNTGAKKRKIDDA
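50 nM RECQ1T1 preincubated 15 min with compound in Tris pH 8.0 buffer with MgCl2, DTT, Tween-20 and 2.5 ug/ml poly(dI-dC); started with 200 nM TAMRA/BHQ-2 forked duplex and 2 mM ATP. Unwinding read as fluorescence (525/598 nm), two reads 2 h apart.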
TexasRed fluor = counter-screen for TRb-SRC2 inhibitors: fluorescence interference; TRb/SRC2 Texas Red total fluorescence interference; AID 1479; 280,000 tested, 0.29% active; Potency, µM (titrated, usually from 106 µM), for inactives: at the top dose fluorescence change, negative = quenching; active = well fitted curve in either direction with a large enough effect; inconclusive = small, poorly fitted or top-dose-only effect
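Flags fluorescent or light-absorbing compounds by total fluorescence, S + 2P, at 555 nm excitation and 632 nm emission. Mixture: 20 nM Texas Red SRC2 peptide, 0.6 uM human TRb LBD, 1 uM T3, 5% DMSO; compound exposure 5 h at ambient temperature.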
TRb-SRC2 inh = TRbeta-SRC2 interaction inhibition; P10828; TRbeta-SRC2 peptide binding, fluorescence polarization; receptor liganded with 1 µM T3; Potency, µM (titrated, usually from 106 µM), for inactives: top-dose activity change, negative = inhibition, actives largely listed as inhibitors; 280,000 tested, 0.065% active; AID 1469;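 note: plate controls were bound peptide for no effect and peptide without receptor for full effect; nearly all actives have a fitted effect of over 50% in size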
Target sequence (P10828 whole entry, looked up): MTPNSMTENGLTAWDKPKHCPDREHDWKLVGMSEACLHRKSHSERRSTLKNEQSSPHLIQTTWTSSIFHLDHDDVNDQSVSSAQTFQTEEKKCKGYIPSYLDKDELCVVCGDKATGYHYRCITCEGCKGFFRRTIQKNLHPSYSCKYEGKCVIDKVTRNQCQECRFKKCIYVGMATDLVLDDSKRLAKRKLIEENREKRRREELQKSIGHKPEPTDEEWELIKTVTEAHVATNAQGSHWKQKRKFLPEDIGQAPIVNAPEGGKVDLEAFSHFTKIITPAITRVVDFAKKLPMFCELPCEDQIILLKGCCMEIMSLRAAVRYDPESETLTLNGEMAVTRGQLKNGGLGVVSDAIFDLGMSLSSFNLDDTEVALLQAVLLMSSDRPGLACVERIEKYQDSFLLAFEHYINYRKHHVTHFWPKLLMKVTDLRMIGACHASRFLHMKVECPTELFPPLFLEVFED
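Quantitative HTS by FP: 0.6 uM TRb LBD, 20 nM labeled SRC2 20-mer, 1 uM T3, 5% DMSO; 5 hr ambient incubation; % activity per concentration and potencies from concentration series.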
Numbers without * were called inactive; i = inactive; u = inconclusive; x = not tested or not shown; [ ] = another dose, or the depositor's remark. Unless noted, calls come from the whole dose curve; as a rule, active = well fitted curve in the direction sought with a large enough effect; inconclusive = small, poorly fitted or top-dose-only effect, or another doubt; inactive = no such curve, though single readings can be large; an effect the other way counts as inactive or inconclusive. Unless noted, % is set by controls: 0 for no effect and ±100 for the full control effect; potency is the fitted concentration of half-maximal effect. These rows are one share of the data (hit frequency here may not be typical).

SMILES	L3MBTL1 block	RECQ1 inh	TexasRed fluor	TRb-SRC2 inh
CC[C@H](C)[C@H](NC(=O)[C@H](Cc1ccc(O)cc1)NC(=O)[C@H](Cc1cnc[nH]1)NC(=O)[C@H](CCCNC(=N)N)NC(=O)[C@H](CC(C)C)NC(=O)[C@H](C)NC(=O)[C@H](CO)NC(=O)[C@H](Cc1ccc(O)cc1)NC(=O)[C@H](Cc1ccc(O)cc1)NC(=O)[C@H](CCCNC(=N)N)NC(=O)[C@H](C)NC(=O)[C@H](CC(C)C)NC(=O)[C@H](CC(=O)O)NC(=O)[C@H](CCC(=O)O)NC(=O)[C@H](C)NC(=O)[C@@H]1CCCN1C(=O)[C@H](C)NC(=O)[C@H](CC(=O)O)NC(=O)[C@H](CCC(=O)O)NC(=O)CNC(=O)[C@@H]1CCCN1C(=O)[C@H](CC(N)=O)NC(=O)[C@H](CC(=O)O)NC(=O)[C@@H]1CCCN1C(=O)[C@H](CCCCN)NC(=O)[C@H](CO)NC(=O)[C@@H]1CCCN1C(=O)[C@@H](N)Cc1ccc(O)cc1)C(=O)N[C@@H](CC(N)=O)C(=O)N[C@@H](CC(C)C)C(=O)N[C@H](C(=O)N[C@H](C(=O)N[C@@H](CCCNC(=N)N)C(=O)N[C@@H](CCC(N)=O)C(=O)N[C@@H](CCCNC(=N)N)C(=O)N[C@@H](Cc1ccc(O)cc1)C(N)=O)[C@@H](C)O)[C@@H](C)CC	x	-3.9%	-2.2%	0.4%
C/C=C1\COC(C(=O)NCc2cccc(OC)c2OC)(C(F)(F)F)C=C1C=C(C)C (configuration not stated)	x	-9.2%	-0.8%	2.2%
C/C1=C\[C@@H](O)C(C(C)C)C(OC(=O)c2ccc(O)cc2)C/C(C)=C/CC1 (some centres not stated)	x	-23.4%	-6.4%	-4.9%
COc1ccccc1C1=Nn2c(nnc2-c2cccc(OC)c2OC)SC1	x	6.6%	-0.1%	-5.3%
COc1ccc(-c2cccc(C3C4C=CCCC4(C)C(=O)N3Cc3ccccc3)c2)cc1 (configuration not stated)	x	-14.9%	-1.8%	-6.1%
C/C=C/C(=O)[C@@H](C)[C@@H](/C=C/C[Si](C)(C)C)C(C)C	x	-6.1%	-1.6%	-5.2%
COc1ccc(C2=Nn3c(nnc3-c3cc(OC)cc(OC)c3)SC2)cc1	x	-6.2%	-0.5%	-4.8%
NC(N)=NCCC[C@H](N)C(=O)NCC(=O)N[C@@H](CC(=O)O)C(=O)N[C@@H](CO)C(=O)O	x	-10.1%	-1.6%	0.2%
CCC(C)c1cc([N+](=O)[O-])cc([N+](=O)[O-])c1OC(C)=O (configuration not stated)	x	2.9%	-3.6%	-1.3%
CNC(=O)[C@]1(C(F)(F)F)C[C@H](CCC2CCCCC2)CCCO1	x	i	-1.6%	3.9%
CCCC[C@@H]1CCCO[C@@](C(=O)NCc2ccccc2)(C(F)(F)F)C1	x	5.4%	-0.8%	0.7%
OC[C@H]1NC[C@@H](O)[C@@H](O)[C@@H]1O	x	i	u	1.5%
COc1cc(OC)c2c(c1C(CCN1CCCC1)c1ccc(N(C)C)cc1)OC(=O)CC2c1ccc(N(C)C)cc1 (configuration not stated)	x	i	-3.1%	-1.4%
COCCNC(=O)C1(C(F)(F)F)C/C(=C/CCO)CCCO1 (configuration not stated)	x	7.4%	-0.3%	3.4%
CCc1c2c(nc3ccc(OC)cc13)-c1nc3ccccc3c(=O)n1C2	x	2.2%	-3.6%	-1.6%
O=C(O)c1ccccc1Nc1ccc(CCc2ccc(Cl)c(Cl)c2)cc1	x	u	1.4%	-2.1%
CC(=O)OCC(NC(=O)C(Cc1ccccc1)NC(=O)OC(C)(C)C)C1OC(n2ccc(=O)[nH]c2=O)C(OC(C)=O)C1OC(C)=O (configuration not stated)	x	i	-1.4%	1.8%
CC[C@H](C)[C@H](NC(=O)[C@H](CCC(=O)O)NC(=O)CNC(=O)[C@@H](NC(=O)[C@H](CCC(=O)O)NC(=O)[C@H](CCC(=O)O)NC(=O)[C@H](CC(C)C)NC(=O)CNC(=O)[C@@H]1CCCN1C(=O)[C@H](CCC(=O)O)NC(=O)[C@@H](N)[C@@H](C)O)C(C)C)C(=O)N[C@@H](CCC(=O)O)C(=O)N[C@@H](CCC(N)=O)C(=O)N[C@@H](CCCCN)C(=O)N[C@@H](CCC(N)=O)C(=O)N[C@@H](CC(C)C)C(=O)N[C@@H](CCC(N)=O)C(=O)O	x	-14.6%	u	-3.5%
CCCC[C@@H]1CCCO[C@@](C(=O)NCCN2CCOCC2)(C(F)(F)F)C1	x	i	-2.4%	-7.7%
O=C1[C@H](c2ccccc2)[C@@H](c2ccccc2)N1c1ccncc1	-7.9%	x	x	x
COc1ccccc1CNC(=O)COC(=O)C1CC1	5.2%	x	x	x
Nc1c(C(=O)Nc2ccc3c(c2)OCCO3)nnn1Cc1ccc(F)cc1	7.4%	x	x	x
O=C(CCNC(=O)c1ccccc1Cl)NCC1CCCO1 (configuration not stated)	6.4%	x	x	x
c1ccc(C2Nc3cccc4cccc(c34)N2)cc1	-6.9%	x	x	x

Record cards (already shown). Values in the order: L3MBTL1 block, RECQ1 inh, TexasRed fluor, TRb-SRC2 inh
Entry for `CCc1c2c(nc3ccc(OC)cc13)-c1nc3ccccc3c(=O)n1C2` : x, 2.2%, -3.6%, -1.6%
Entry for `CC(=O)OCC(NC(=O)C(Cc1ccccc1)NC(=O)OC(C)(C)C)C1OC(n2ccc(=O)[nH]c2=O)C(OC(C)=O)C1OC(C)=O` (configuration not stated) : x, i, -1.4%, 1.8%
Entry for `Nc1c(C(=O)Nc2ccc3c(c2)OCCO3)nnn1Cc1ccc(F)cc1` : 7.4%, x, x, x
Entry for `O=C1[C@H](c2ccccc2)[C@@H](c2ccccc2)N1c1ccncc1` : -7.9%, x, x, x

Next records
SMILES	L3MBTL1 block	RECQ1 inh	TexasRed fluor	TRb-SRC2 inh
O=c1oc(CCO)cc2ccc(-c3ccc4[nH]ccc4c3)cc12	-7.1%	x	x	x
O=C(CN1C(=O)C2CC=CCC2C1=O)Nc1ccccc1N1CCCC1 (configuration not stated)	3.3%	x	x	x
COc1cccc(C(CNC(=O)C2CCN(C(=O)Nc3ccccc3)CC2)N(C)C)c1 (configuration not stated)	1.3%	x	x	x
CC(OC(=O)c1cc(=O)[nH]c2ccccc12)C(=O)NC1CCCC1 (configuration not stated)	5.0%	x	x	x
CC(Oc1ccc(C(=O)c2ccccc2)cc1)C(=O)N1CCOCC1 (configuration not stated)	1.6%	x	x	x
N#CCSc1ccccc1NC(=O)COC(=O)CCN1C(=O)C2CC=CCC2C1=O (configuration not stated)	-0.5%	x	x	x
CCN(C(=O)COC(=O)c1ccccc1NCCO)c1cccc2ccccc12	8.4%	x	x	x
COc1ccc(OC)c(CN2CCC(Cc3ccccc3)CC2)c1	-2.2%	x	x	x
COc1ccccc1NC(=O)Nc1ccccc1C#N	2.1%[2.29 µM]	x	x	x
COC(=O)[C@]1(Cc2ccccc2)N[C@H](CN(C)C(=O)Nc2ccc(C(F)(F)F)cc2)[C@@H]2C(=O)N(Cc3ccccc3)C(=O)[C@@H]21	0.4%	x	x	x
Cc1cnc(C(=O)OCC(=O)Nc2sc3c(c2C#N)CCC3)cn1	-22.1%	x	x	x
COc1ccc(Br)cc1CN1CCCCCC1	-2.7%	x	x	x
CCCCn1c(N)c(N(CCOC)C(=O)C2CCN(S(=O)(=O)c3ccc(F)cc3)CC2)c(=O)[nH]c1=O	1.9%	x	x	x
CCOc1ccc(CCNC(=O)COC(=O)CNS(=O)(=O)c2ccc(NC(C)=O)cc2)cc1OCC	-12.1%	x	x	x
O=C(CCC(=O)N1CCSc2ccccc21)NC1CCCCC1	5.4%	x	x	x
COc1ccc(OC)c(NC(=O)c2cc(OC(C)=O)cc(C(=O)Nc3cc(OC)ccc3OC)c2)c1	4.1%[2.29 µM]	x	x	x
CC(=O)N1CCN(c2ccc(N)cc2)CC1	-5.8%	x	x	x
CCCCN(C(=O)c1c(-c2ccccc2)noc1C)c1c(N)n(CCC)c(=O)[nH]c1=O	3.0%	x	x	x
COc1ccc2oc(C(=O)OCC(=O)N3CCCC3=O)c(C)c2c1	10.2%	x	x	x
NC(=O)CC(NC(=O)c1cccc(Br)c1)c1ccc(NC2CCN(Cc3ccccc3)CC2)c([N+](=O)[O-])c1 (configuration not stated)	-6.0%	x	x	x
COc1cccc(NC(=O)CN(C)C(=O)C23CC4CC(CC(Cl)(C4)C2)C3)c1	-2.5%	x	x	x
O=C(OCc1nc2ccsc2c(=O)[nH]1)c1cc(Br)c(Br)s1	-4.6%	x	x	x
Cc1ccc(S(=O)(=O)N2CCN(C(=O)CCc3c[nH]c4ccccc34)CC2)cc1	-2.3%	x	x	x
COc1ccc2c(c1)[C@H]1[C@H](CO2)[C@H](c2ccccc2)[C@]2(C)C(=O)N(Cc3ccc(C)cc3)CC(=O)N12	-3.7%	x	x	x
C[C@H](CO)N1C[C@H](C)[C@@H](CN(C)Cc2ccncc2)Oc2c(NS(=O)(=O)c3cccs3)cccc2C1=O	1.8%	x	x	x
Cc1cnc(C(=O)Nc2ccc(C)c(S(=O)(=O)N3CCCCCC3)c2)cn1	-1.6%	x	x	x
COc1ccc(Cl)cc1NC(=O)CN(C)C(=O)CCCNC(=O)c1ccc(Cl)cc1	2.6%	x	x	x
CN(CC(=O)Nc1cccc(F)c1)C(=O)c1ccccc1OCC(=O)Nc1cccc(C(F)(F)F)c1	7.3%	x	x	x
CCOC(=O)C1=C(COC(=O)c2ccc3ccccc3c2O)NC(=O)NC1C (configuration not stated)	-2.5%	x	x	x
C=CCn1c(C)nnc1SCC(=O)Nc1oc(C)c2c(C)n[nH]c(=O)c12	3.9%	x	x	x
Cc1cccc(C(=O)NCC(C)NC(=O)c2cccc(C)c2)c1 (configuration not stated)	5.6%[2.29 µM]	x	x	x
Cc1cc(C)c(CN2CCN(C(=O)Cn3cnc(C(=O)Nc4ccc(C)c(C)c4)n3)CC2)c(C)c1	-2.3%	x	x	x
O=C1CC(NS(=O)(=O)c2cccs2)CN1c1ccc(F)cc1 (configuration not stated)	2.5%	x	x	x
Cc1ccc(C(=O)NCC(=O)OCc2c(F)cccc2Cl)s1	4.9%	x	x	x
O=C(CCNC(=O)c1ccco1)Nc1nc2ccccc2s1	4.5%	x	x	x
COc1ccccc1C(CNC(=O)c1cccc(NS(=O)(=O)c2ccc(Br)cc2)c1)N(C)C (configuration not stated)	5.6%	x	x	x
Cc1cc(F)ccc1NC(=O)Cn1c(C)csc1=O	-4.2%	x	x	x
CCOC(=O)c1ccc(/C=C2\c3ccccc3C(=O)N2c2ccccc2)cc1F	-7.9%	x	x	x
CCc1noc(C)c1C(=O)OC(C)C(=O)c1c(C)[nH]c2ccccc12 (configuration not stated)	-5.7%	x	x	x
O=C(COC(=O)CCc1c[nH]c2ccccc12)NCCc1ccccc1	6.6%	x	x	x
O=C(COC(=O)C1CC2CCCC(C1)C2=O)Nc1ccc(Cl)cn1 (configuration not stated)	4.2%	x	x	x
Cc1ccc(S(=O)(=O)NC(CC(C)C)C(=O)NCC(C)(C)N2CCOCC2)cc1 (configuration not stated)	-5.5%	x	x	x
Nc1ccc(C(=O)NNC(=O)C2COc3ccccc3O2)cc1[N+](=O)[O-] (configuration not stated)	-5.8%	x	x	x
Cc1ccc(NC(=O)CN(C)C(=O)Cc2c[nH]c3ccccc23)cc1	-4.4%	x	x	x
CN(CC(=O)NC(=O)Nc1ccccc1F)Cc1ccccc1F	10.3%	x	x	x
Cc1cccc(C(=O)Nc2ccc(S(=O)(=O)N3CCOCC3)cc2)c1[N+](=O)[O-]	1.0%	x	x	x
CCOc1ccc(NC(=O)CN(C)C(=O)Cc2ccsc2)cc1OCC	-1.5%	x	x	x
CCOc1ccc2ccccc2c1/C=N\NC(=O)c1ccc([N+](=O)[O-])cc1	0.4%[2.29 µM]	x	x	x

Compound activity: PubChem, National Center for Advancing Translational Sciences (NCATS)
